High-throughput results from PubChem.
Glioma ERSR ind – inducers of ER stress response in human glioma cells; 420,000 compounds, 0.02% hits; Potency, µM, without a hit: at the highest dose activation, hits mostly activators; U87-MG GRP78 promoter luciferase reporter, 16 h; active = well fitted activation curve with a large enough effect; also: series mostly up to about 76 µM; % of control where 0% means no effect; nearly all actives have a fitted effect of over 35% in size
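Stably transfected U87-MG human glioma cells carrying a GRP78-based luminescent sensor were seeded at 1000 cells/well, pin-dosed with compounds and incubated 16 h. Luciferase reagent was then added, and end-point luminescence was read after 10 min at room temperature.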
* = called active by the depositor; & = joins results of further samples. Potency is read from the fitted curve at half-maximal effect. Not all compounds are listed (hit frequency here may not be typical).

Start of the listing, in advance:
Screening CC1(C)S[C@@H]2[C@H](NC(=O)[C@@H](N)c3ccccc3)C(=O)N2[C@H]1C(=O)O[C@H]1OC(=O)c2ccccc21 returned Glioma ERSR ind -3.8%.
Screening OC[C@@H]1OC(O)[C@@H](O)[C@H](O)[C@H]1O (stereo partly specified) returned Glioma ERSR ind -8.5%.

This part in full, from the start:
Screening CC1(C)S[C@@H]2[C@H](NC(=O)[C@@H](N)c3ccccc3)C(=O)N2[C@H]1C(=O)O[C@H]1OC(=O)c2ccccc21 returned Glioma ERSR ind -3.8%.
Screening OC[C@@H]1OC(O)[C@@H](O)[C@H](O)[C@H]1O (stereo partly specified) returned Glioma ERSR ind -8.5%.
`CCNC(=O)[C@@H]1CCCN1C(=O)[C@H](CCCN=C(N)N)NC(=O)[C@H](CC(C)C)NC(=O)[C@@H](Cc1c[nH]c2ccccc12)NC(=O)[C@H](Cc1ccc(O)cc1)NC(=O)[C@H](CO)NC(=O)[C@H](Cc1c[nH]c2ccccc12)NC(=O)[C@H](Cc1cnc[nH]1)NC(=O)[C@@H]1CCC(=O)N1` gave Glioma ERSR ind -11.8%.
Screening C[C@@]12CCC(=O)C[C@@H]1CC(=O)[C@H]1[C@H]3CCC[C@]3(C)C(=O)C[C@@H]12 (tested in a mixture with another compound) returned Glioma ERSR ind -0.4%.
`CC(=O)N[C@@H](CCCNC(=N)N)C(=O)N[C@H](CC1CCCCC1)C(=O)N[C@@H]1CCC2SC[C@@H](C(=O)N[C@H](CCCNC(=N)N)C(=O)N[C@H](Cc3ccc(Cl)cc3)C(N)=O)N2C1=O` (stereo partly specified) gave Glioma ERSR ind -5.9%.
For CSCCC(NC(=O)[C@H](Cc1c[nH]c2ccccc12)NC(=O)CNC(=O)[C@H](CCSC)NC(=O)[C@H](Cc1ccc(OS(=O)(=O)O)cc1)NC(=O)[C@@H](N)CC(=O)O)C(=O)N[C@@H](CC(=O)O)C(=O)N[C@@H](Cc1ccccc1)C(N)=O (stereo partly specified) the results were Glioma ERSR ind -1.8%.
Screening NS(=O)(=O)c1cc2c(cc1Cl)N[C@H](Cc1ccccc1)NS2(=O)=O returned Glioma ERSR ind -5.7%.
`COc1ccc(OCC2CC3C(CCC(C)C3c3ccc(Br)cc3)C(=O)O2)cc1` (stereo unspecified) gave Glioma ERSR ind -3.3%.
`COC(=O)C/C=C\[C@@H](C)[C@@H]1C=C[C@H](OC(C)=O)[C@H](COC(C)=O)O1` gave Glioma ERSR ind -2.2%.
`CCCNC(=O)OC[C@@H]1O[C@H](CCO/N=C(\C)CCN2CCc3nc(-c4ccccc4)c(-c4ccccc4)cc3C2)C=C[C@@H]1Oc1ccc(OC)cc1` gave Glioma ERSR ind -5.4%.
Screening CC(=O)N[C@H]1[C@H](O[C@@H]2c3ccc(c(Cl)c3)Oc3cc4cc(c3O[C@@H]3O[C@H](CO)[C@@H](O)[C@H](O)C3C)Oc3ccc(cc3Cl)C[C@H]3NC(=O)[C@@H](N)c5ccc(O)c(c5)Oc5cc(O)cc(c5)[C@H](NC3=O)C(=O)N[C@H]4C(=O)N[C@H]3C(=O)N[C@@H]2C(=O)N[C@@H](C(=O)O)c2cc(O)cc(O[C@H]4O[C@H](CO)[C@@H](O)C(O)[C@@H]4O)c2-c2cc3ccc2O)O[C@H](CO)[C@@H](O)[C@@H]1O (stereo partly specified) returned Glioma ERSR ind -2.7%.
CSCC[C@H](NC(=O)[C@H](CC(C)C)NC(=O)CNC(=O)[C@H](Cc1ccccc1)NC(=O)[C@H](Cc1ccccc1)NC(=O)[C@H](CCC(N)=O)NC(=O)[C@H](CCC(N)=O)NC(=O)[C@@H]1CCCN1C(=O)[C@H](CCCCN)NC(=O)[C@@H]1CCCN1C(=O)[C@H](CCCN=C(N)N)NC(=O)CCCCC1SCC2NC(=O)NC21)C(N)=O (stereo partly specified) was read as Glioma ERSR ind -4.2%.
Screening CSCCC(N)C(=O)O (stereo unspecified) returned Glioma ERSR ind -0.1%.
CNC(=O)c1ccccc1Sc1ccc2c(/C=C/c3ccccn3)n[nH]c2c1 was read as Glioma ERSR ind -6.9%.
CO[C@@]1(NC(=O)Cc2cccs2)C(=O)N2C(C(=O)O)=C(COC(N)=O)CSC21 (stereo partly specified) was read as Glioma ERSR ind -6.2%.
`CC(C)=CCC/C(C)=C/CO/N=C1/C[C@@H](O)[C@@H](O)[C@@H]2[C@@H]3C(=O)N(Cc4ccccc4)C(=O)[C@H]3CC[C@@H]12` gave Glioma ERSR ind -3.3%.
Screening CC(C)=NOCc1ccc(-c2cn([C@@H]3COC[C@@H]3O)nn2)cc1 returned Glioma ERSR ind -0.7%.
CC(C)c1c(O)ccc2c1CCC1[C@@](C)(C=O)CCC[C@@]21C (stereo partly specified) was read as Glioma ERSR ind 8.9%.
COc1ccc2c3c1OC1CC(O)C=C[C@@]31CCN(C)C2 (stereo partly specified) was read as Glioma ERSR ind -4.3%.
Screening CO[C@@H]1CC[C@@]2(C)[C@@H](CC[C@@]3(C)[C@H]2CC=C2[C@H]4CC(C)(C)[C@H](O)[C@@H](OC(C)=O)[C@]4(CO)[C@H](O)C[C@]23C)[C@@]1(C)CO (tested in a mixture with another compound) returned Glioma ERSR ind -5.4%.

Part of the list above in order of heavy-atom count, ascending.
`COC(=O)C/C=C\[C@@H](C)[C@@H]1C=C[C@H](OC(C)=O)[C@H](COC(C)=O)O1` gave Glioma ERSR ind -2.2%.
`COc1ccc(OCC2CC3C(CCC(C)C3c3ccc(Br)cc3)C(=O)O2)cc1` (stereo unspecified) gave Glioma ERSR ind -3.3%.
`CC(C)=CCC/C(C)=C/CO/N=C1/C[C@@H](O)[C@@H](O)[C@@H]2[C@@H]3C(=O)N(Cc4ccccc4)C(=O)[C@H]3CC[C@@H]12` gave Glioma ERSR ind -3.3%.

The list continues:
Screening CCCCc1ncc(/C=C(\Cc2cccs2)C(=O)O)n1Cc1ccc(C(=O)O)cc1 returned Glioma ERSR ind -4.5%.
CC1(O)C(=O)C=C2C=C3CCCN3C=C2C1=O (stereo unspecified) was read as Glioma ERSR ind -5.7%.
C=C1C(=CC=C2CCC[C@@]3(C)[C@@H]2CC[C@H]3[C@H](C)CCCC(C)C)C[C@@H](O)C[C@@H]1O was read as Glioma ERSR ind -11.1%.
Screening CCOc1cc(/C=C(\C#N)C(N)=O)cc(CSc2ccccc2)c1O returned Glioma ERSR ind -4.1%.
O=C(O)/C=C\c1ccc(O)c(O)c1 was read as Glioma ERSR ind -2.7%.
For CCCCCC1OC1C/C=C\C/C=C\C/C=C\CCCC(=O)O (stereo unspecified) the results were Glioma ERSR ind 1.0%.
Nc1ncnc2c1ncn2CCOCP(=O)(O)O was read as Glioma ERSR ind -3.7%.
For CC(=O)OCC(=O)[C@@]1(O)[C@H](C)C[C@H]2C3C[C@H](F)C4=CC(=O)C=CC4(C)C3[C@@H](O)CC21C (stereo partly specified) the results were Glioma ERSR ind -1.9%.
Screening CC(C)C1COc2cc3oc(=O)ccc3cc2O1 (stereo unspecified) returned Glioma ERSR ind 5.3%.
For Cc1cc(OI)c(C(C)C)cc1-c1cc(C(C)C)c(OI)cc1C the results were Glioma ERSR ind 3.0%&-3.0%.
For COC(=O)NC(c1ccc(F)cc1)C(C(C)=O)C(=O)OC (stereo unspecified) the results were Glioma ERSR ind -3.9%.
For CCCCCC1C(=O)CCC1CC(=O)O (stereo unspecified) the results were Glioma ERSR ind -3.8%.
For COC(=O)N(/C=C/c1ccc(OC)cc1)CCc1ccc(OC)c(OC)c1 the results were Glioma ERSR ind -2.0%.
CO[C@@H]1COC(=O)[C@H](Cc2ccccc2)NC(=O)C/C=C\[C@@H](C)[C@H](OC)COC(=O)[C@@H](C)NC(=O)C/C=C\[C@H]1C was read as Glioma ERSR ind -3.2%&-5.1%.
CC12C=C(/C=C/c3ccc(Br)cc3)C(C)(C1)C(c1ccc(Br)cc1)CC2=O (stereo unspecified) was read as Glioma ERSR ind -3.9%.
For CO[C@H]1COC(=O)[C@H]2CCCN2C(=O)C/C=C\[C@@H](C)[C@H](OC)COC(=O)C/C=C\[C@@H]1C the results were Glioma ERSR ind -3.5%.
`CC[C@H](C)[C@H](NC(=O)CNC(=O)[C@H](CCCNC(=N)N)NC(=O)CNC(=O)[C@@H](NC(=O)[C@H](Cc1ccc(O)cc1)NC(=O)[C@H](Cc1c[nH]c2ccccc12)NC(=O)[C@H](C)NC(=O)[C@@H]1CCCN1C(=O)[C@H](CC(N)=O)NC(=O)[C@@H](NC(=O)[C@H](CC(=O)O)NC(=O)[C@@H]1CCCN1C(=O)[C@@H](N)[C@@H](C)O)[C@@H](C)CC)[C@@H](C)O)C(=O)N[C@@H](CCCNC(=N)N)C(=O)N1CCC[C@H]1C(=O)N[C@H](C(=O)NCC(=O)N[C@@H](CCCNC(=N)N)C(=O)N[C@@H](Cc1ccccc1)C(N)=O)C(C)C` gave Glioma ERSR ind -5.1%.
`C=CCOC(=O)C(C(C)=O)C(NC(=O)OC)c1cccc(C)c1` (stereo unspecified) gave Glioma ERSR ind -3.7%.
For O=c1ccc2ccc(OS(=O)(=O)O)cc2o1 the results were Glioma ERSR ind -4.7%.
For Nc1ncnc2c1[nH]c(=O)n2C1CC(O)C(CO)O1 (stereo unspecified) the results were Glioma ERSR ind -1.7%.

A stretch taken from the entries so far, for reference:
For COC(=O)NC(c1ccc(F)cc1)C(C(C)=O)C(=O)OC (stereo unspecified) the results were Glioma ERSR ind -3.9%.
For CCCCCC1C(=O)CCC1CC(=O)O (stereo unspecified) the results were Glioma ERSR ind -3.8%.

(more compounds)
Screening CCCCCC(O)c1ccc([C@H]2CCC(=O)[C@@H]2CCCCCCC(=O)O)cc1 (stereo partly specified) returned Glioma ERSR ind -0.6%.
`C=CCCCCCCCCC(=O)O` gave Glioma ERSR ind -4.9%.
Screening CNc1nc2c(N)ncnc2n1[C@@H]1O[C@@H]2COP(=O)(O)O[C@H]2[C@H]1O returned Glioma ERSR ind 1.0%.
CN(C)CC[C@@H](c1ccccc1)c1ccccn1 was read as Glioma ERSR ind -4.3%.
Screening COc1cc(O)c(C(=O)/C=C/c2ccccc2)c(O)c1 returned Glioma ERSR ind -4.0%.
For C[C@H](O)Cn1cnc2c1c(=O)n(C)c(=O)n2C the results were Glioma ERSR ind 2.8%.
Screening O=C1[C@H]2[C@H]3[C@H](O)[C@H](O)C/C(=N/OC[C@@H](O)COCc4ccco4)[C@@H]3CC[C@@H]2C(=O)N1c1cccc(Oc2ccccc2)c1 returned Glioma ERSR ind -5.6%.
CC[C@@]1([C@@H]2O[C@@H]([C@H]3O[C@@](O)(CO)[C@H](C)C[C@@H]3C)C[C@@H]2C)CC[C@@H]([C@]2(C)CCC3(C[C@H](O)[C@@H](C)[C@@H]([C@@H](C)[C@@H](OC)[C@H](C)C(=O)O)O3)O2)O1 (stereo partly specified) was read as Glioma ERSR ind -6.2%.
For O=C1CC(c2ccc3c(c2)OCO3)c2cc(O)ccc2O1 (stereo unspecified) the results were Glioma ERSR ind 9.9%.
C[C@H]1CS(=O)(=O)CCN1/N=C\c1ccc([N+](=O)[O-])o1 was read as Glioma ERSR ind -4.5%.
`CO[C@H]1C([C@@]2(C)O[C@@H]2CC=C(C)C)[C@]2(CC[C@H]1OC(=O)/C=C/C=C/C=C/C=C/C(=O)O)CO2` (stereo partly specified) gave Glioma ERSR ind -4.3%.
Screening C#CCCCO/N=C1/C[C@@H](O)[C@@H](O)[C@@H]2[C@@H]3C(=O)N(Cc4ccc5c(c4)OCO5)C(=O)[C@H]3CC[C@H]12 returned Glioma ERSR ind -2.2%.
CC(C)C(=O)N[C@@H]1CCCN1C(=O)/C=C\c1ccccc1 was read as Glioma ERSR ind -4.5%.
`O=C(N/N=C1/C[C@@H](O)[C@@H](O)[C@@H]2[C@H]3C(=O)N(c4ccc(F)cc4F)C(=O)[C@@H]3CC[C@H]12)OCc1ccccc1` gave Glioma ERSR ind -2.5%.
O=C(/C=C\C=C/c1ccc2c(c1)OCO2)N1CCCCC1 was read as Glioma ERSR ind -2.9%.
CCC1OC(=O)C[C@@H](O)[C@H](C)[C@@H](OC2OC(C)CC(N(C)C)C2O)[C@@H](CC=O)C[C@@H](C)C(=O)/C=C/[C@]2(C)OC2C1C (stereo partly specified) was read as Glioma ERSR ind -4.7%.
Screening COc1ccc(O[C@H]2C=C[C@@H](c3ccccc3)O[C@H]2CO/N=C\C[C@@H]2C=C[C@H](OC(C)=O)[C@H](COC(C)=O)O2)cc1 returned Glioma ERSR ind -4.5%.
`CC12CCC3C(CC3(C)C)C(C)(CCC1=O)O2` (stereo unspecified) gave Glioma ERSR ind -0.8%.
Screening CCOC(=O)OC(C)OC1=C(C(=O)Nc2ccccn2)N(C)S(=O)(=O)c2ccccc21 (stereo unspecified) returned Glioma ERSR ind -3.9%.
For NCCCC[C@H](N)C(=O)N[C@@H](CCCN=C(N)N)C(=O)N1CCC[C@H]1C(=O)N1CCC[C@H]1C(=O)NCC(=O)N[C@@H](Cc1ccccc1)C(=O)N[C@@H](CO)C(=O)N1CCC[C@H]1C(=O)N[C@@H](Cc1ccccc1)C(=O)O the results were Glioma ERSR ind -7.1%.
Screening COC(=O)C(N)CS (stereo unspecified) returned Glioma ERSR ind -0.9%.
CO[C@H](C(=O)[C@@H](O)[C@@H](C)O)C1Cc2cc3cc(O[C@H]4C[C@@H](O[C@H]5C[C@@H](O)[C@H](O)[C@@H](C)O5)[C@@H](O)[C@@H](C)O4)c(C)c(O)c3c(O)c2C(=O)[C@H]1O[C@H]1C[C@@H](O[C@H]2C[C@@H](O[C@H]3C[C@](C)(O)[C@H](O)[C@@H](C)O3)[C@H](O)[C@@H](C)O2)[C@H](O)[C@@H](C)O1 (stereo partly specified) was read as Glioma ERSR ind -5.7%&-4.9%.
NCCN was read as Glioma ERSR ind 0.4%.
